# Source: PubChem BioAssay
# CHO parental Ca = signal in parental CHO cells, OX1R antagonist counter-screen; parental CHO-K1, ATP-induced calcium, Fluo-8 fluorescence; inhibition, % at 5.6 µM; 330,000 compounds, 0.63% hits; AID 463079;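 active = inhibition above that plate's mean sample inhibition plus 3 SD, cut at about 26% in these data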;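 also: 0% = ATP-challenged DMSO wells and 100% = DMSO wells without ATP; some compounds past the cut are filed as inactive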
#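 Measured by: calcium-sensitive Fluo-8 fluorescence / Test system: CHO parental line / Controls: ATP-challenged DMSO wells low, unchallenged DMSO wells high / Measure: % inhibition / Compound: single nominal dose of 5.6 µM per compound / Replicates: single well per compound, no replicates / Reagent: ATP as calcium-mobilizing challenge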
# CHRM1 antagonist = blocks human M1 muscarinic receptor; P11229; CHO-K1 hM1, Fluo-8 calcium fluorescence, ACh EC80 antagonist; inhibition, % at 3 µM; 360,000 compounds, 1.3% hits;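 active = percent inhibition above its own plate's cutoff, namely the mean of that plate's compound wells plus 3 SD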;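 also: peak over basal fluorescence ratio during 140 s after agonist addition; 0% = ACh EC80 plus DMSO and 100% = DMSO alone without agonist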
# M1 ag = human M1 muscarinic receptor agonism. 360,000 compounds, 0.33% hits. P11229. activation, % at 3 µM. CHO-K1 hM1, Fluo-8 calcium fluorescence, agonist mode; 0% DMSO, 100% acetylcholine EC100. AID 588814;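 active = activation above the run's mean compound activation plus 3 SD, cut at about 16% in these data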;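 also: peak over basal fluorescence ratio within a 140 s kinetic read after compound addition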
# M1 ag parental = M1 agonist counterscreen hit in parental CHO-K1 cells; 360,000 compounds, 0.48% hits; AID 602248; activation, % at 3 µM; Fluo-8 calcium fluorescence; scaled to maximal ATP response, vehicle zero; in the data active = activation above about 15%;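 also: untransfected CHO-K1 host cells lacking M1 receptor as counterscreen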
# M4 ag = agonists of human muscarinic M4 receptor (CHRM4). CHO-K1 hM4/Gqi5, Fluo-8 calcium fluorescence; vehicle 0%, full acetylcholine response 100%. activation, % at 3 µM. 360,000 compounds, 0.14% hits;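 active = activation above the run mean over all test wells plus 3 SD, cut at about 32% in these data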;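 also: peak over basal fluorescence ratio per well then scaled between controls; 0% = DMSO wells and 100% = acetylcholine at EC100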
# Target sequence (P08173 whole entry, looked up): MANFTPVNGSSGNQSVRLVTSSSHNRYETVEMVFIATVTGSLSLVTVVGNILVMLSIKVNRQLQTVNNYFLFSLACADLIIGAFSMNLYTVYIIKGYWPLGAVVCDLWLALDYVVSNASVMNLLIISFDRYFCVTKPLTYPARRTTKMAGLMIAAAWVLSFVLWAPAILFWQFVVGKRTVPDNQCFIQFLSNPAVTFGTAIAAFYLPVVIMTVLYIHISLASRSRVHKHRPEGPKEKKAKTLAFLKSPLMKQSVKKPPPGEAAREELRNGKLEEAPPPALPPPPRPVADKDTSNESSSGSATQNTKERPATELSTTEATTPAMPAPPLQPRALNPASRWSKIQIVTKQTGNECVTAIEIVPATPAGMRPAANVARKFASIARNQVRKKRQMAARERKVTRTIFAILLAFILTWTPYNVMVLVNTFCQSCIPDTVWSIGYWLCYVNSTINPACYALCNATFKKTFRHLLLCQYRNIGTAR
# OXTR potentiate = human OXTR potentiation | AID 2445 | P30559 | activation, % at 3 µM | CHO-OTR cells, Fluo-8 calcium fluorescence, potentiator mode; 0% = oxytocin EC15, 100% = EC100 | 320,000 compounds, 0.061% hits;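 active = activation above that plate's cutoff, the mean activation of tested compounds plus 3 SD, cut at about 6.6% in these data, passing the limit was not always enough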;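 also: 100% uses oxytocin at 75 nM as the full agonist control; some results filed as inactive read as strong as hits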
# Target sequence (P30559 whole entry, looked up): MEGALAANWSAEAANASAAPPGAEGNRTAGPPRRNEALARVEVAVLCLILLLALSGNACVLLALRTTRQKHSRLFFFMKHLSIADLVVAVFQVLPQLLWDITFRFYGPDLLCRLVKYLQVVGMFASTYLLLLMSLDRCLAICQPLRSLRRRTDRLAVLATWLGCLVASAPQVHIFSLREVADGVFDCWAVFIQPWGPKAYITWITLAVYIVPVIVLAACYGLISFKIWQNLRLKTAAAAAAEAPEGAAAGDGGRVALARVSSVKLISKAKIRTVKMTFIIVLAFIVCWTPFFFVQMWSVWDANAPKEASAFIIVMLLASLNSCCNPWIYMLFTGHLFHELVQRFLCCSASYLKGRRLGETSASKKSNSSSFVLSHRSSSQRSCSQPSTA
#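 Material: human OTR in CHO cells. Compound: 3.0 µM, one dose. Timing: compound 6 min at room temperature before oxytocin, 100 s read. Evaluation: % activation of max/min ratio relative to oxytocin controls. Replication: single well per compound, singlicate. Signal: Fluo-8 calcium dye fluorescence.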
# CHO-K1 Ca antag = counter-screen for M1 antagonists: effect in parental CHO-K1 cells; ATP-induced calcium, Fluo-8 fluorescence; inhibition, % at 3 µM; 360,000 compounds, 0.6% hits; AID 602250;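 active = inhibition above a per-plate cutoff, the plate's mean sample inhibition plus 3 SD, cut at about 24% in these data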;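 also: 0% = DMSO plus EC80 ATP and 100% = DMSO alone without ATP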
# CHRM4 antagonist = blocks acetylcholine activation of human M4 receptor. 360,000 compounds, 0.73% hits. CHO-hM4 cells, ACh EC80, Fluo-8 calcium fluorescence. inhibition, % at 3 µM. P08173;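 active = inhibition above its plate's cutoff, the mean inhibition of sample wells plus 3 SD, cut at about 27% in these data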;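 also: 0% = acetylcholine EC80 with DMSO and 100% = DMSO without agonist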
# CHRM1 PAM = positive allosteric modulators of human M1 muscarinic receptor. P11229. CHO-K1 hM1, Fluo-8 calcium fluorescence, ACh EC20; 0% = ACh EC20, 100% = maximal ACh. activation, % at 3 µM. 360,000 compounds, 0.088% hits; in the data active = activation above about 19%, passing the limit was not always enough
# Starred values were filed as active, the others as inactive; . = no result given.
# Results follow in this order: CHO parental Ca, CHRM1 antagonist, M1 ag, M1 ag parental, M4 ag, OXTR potentiate, CHO-K1 Ca antag, CHRM4 antagonist, CHRM1 PAM
> COc1ccc(NC2CCCN(C(=O)C3(C)CCCCC3)C2)cc1 (stereo not given)
    1.4, -4.5, -3.3, 0.5, 1.5, -1.9, -14.6, 5.9, 14.1
> CCOC(=O)C1CCCN(CCC(=O)Nc2ccccc2C)C1 (stereo not given)
    -8.0, 17.9, -2.3, 0.2, 0.5, -3.2, -5.3, 14.4, -6.7
> COc1cc(C(=S)N2CCCC2)ccc1OCC(N)=O
    5.7, 1.8, -2.2, 0.1, 0.9, -7.4, -1.9, 2.5, -3.4
> CC(=O)Nc1ccc2nc3c(=O)n(C)c(=O)n(C)c3nc2c1
    -6.6, -1.4, -2.1, 1.2, 1.1, 0.4, -2.1, 3.8, 3.0
> CCCn1nc(C(=O)NNC(=O)c2ccc(C)c(C)c2)c2ccccc2c1=O
    -29.0, -6.9, -3.8, -0.3, 0.2, 5.5, -13.4, -0.2, 3.1
> CCCCn1nc2cc(C(=O)NCC34CC5CC(CC(C5)C3)C4)ccc2c1OCC
    -8.2, 7.4, -11.3, -1.1, -0.9, -11.5, -0.2, -0.8, -4.1
> Cc1cc(=O)oc2cc(OCC(=O)OCC(=O)NC3CC3)ccc12
    -8.4, -1.6, -1.3, 1.7, 4.2, -23.8, 5.9, -6.3, 0.0
> O=C(CN1C(=O)CCC1=O)Nc1nc(-c2cccs2)cs1
    -13.4, -1.3, -1.3, 0.9, 5.9, -16.1, -0.3, -17.6, 0.5
> CC(/C=C1\SC(=S)N(NC(=O)c2cccc(O)c2)C1=O)=C\c1ccccc1
    -14.7, 6.0, -6.2, 1.7, 1.5, -0.9, -7.6, -3.4, -0.9
> O=C(CN1CCCCC1)N1CCc2ccccc21
    -3.6, -14.2, -4.9, 0.1, 0.5, -3.2, -16.2, 5.8, 3.1
> CCCOc1ccccc1/C=N/NC(=O)C1CC1
    ., -11.1, -3.9, 0.8, -0.4, ., -5.7, 3.4, 7.3
> NS(=O)(=O)c1ccc(NC(=O)COC(=O)C2(c3ccc(F)cc3)CCCC2)cc1
    22.6, 1.7, -4.4, 1.2, 3.7, -13.5, 31.1*, 1.7, -0.5
> CSc1ccccc1OCc1cc(C(=O)NCCn2ccnc2C)no1
    -9.2, -0.9, -7.0, 0.9, 0.9, 1.6, -13.1, -7.9, -2.6
> Cc1ccc(/C=C/C(=O)Nc2ccccc2C(N)=O)cc1
    -8.8, -2.0, -8.1, 3.6, 1.2, -4.6, 1.5, -6.6, 8.8
> O=C(Nc1ccon1)c1nc[nH]c1C(=O)N1CCN(c2ccccc2)CC1
    -3.5, 1.3, -1.8, 0.5, 1.5, 3.1, -11.3, -2.7, 2.6
> CC1(C)CC(=O)C=C(c2n[nH]nc2C2CC2)C1
    ., -17.2, -4.0, 0.5, 1.8, ., -7.9, -13.8, 9.4
> CNCCCC1Sc2ccccc2Oc2ccccc21 (stereo not given)
    -12.6, 33.1*, -5.9, 0.7, 4.2, -3.7, 19.4, 8.2, -21.6
> CC(=O)c1ccc(NS(=O)(=O)c2ccc3ccccc3c2)cc1
    -18.9, -4.0, -4.0, 1.9, 1.6, -9.7, -4.3, 7.7, 9.1
> Cc1ccc(-c2cc(C(=O)NCc3ccccn3)c3ccccc3n2)cc1
    -29.6, 6.1, -0.5, 1.7, 8.3, -14.9, 7.3, -17.2, 0.7
> CN(C)C1=NCCN1CCCC1CCCCC1
    -11.4, -1.0, -13.0, 1.0, -0.7, -2.7, -14.3, 5.0, -7.5
> Cn1nnc2cc(C(=O)Nc3ccccc3F)ccc21
    -3.3, -4.2, -4.0, 0.8, 1.7, -4.6, -14.0, 0.9, 10.8
> O=C1Nc2cc(C(=O)N3CCOCC3)ccc2S/C1=C/c1ccccc1F
    ., -12.3, -2.3, 2.7, 6.7, ., -17.9, -11.3, 0.5
> N#Cc1ccccc1Cn1cc(/C=C/[N+](=O)[O-])c2ccccc21
    9.2, 50.4*, 3.7, 2.8, 4.5, -8.6, -0.8, 16.2, 8.0
> Fc1ccc(CO/N=C/C2=C(Cl)c3ccccc3CC2)cc1
    11.4, -7.4, -2.2, 0.0, 0.2, -15.3, -3.1, -2.5, 4.8
> CCOc1ccc(Cc2n[nH]c(=S)n2N)cc1
    7.6, -5.9, -7.5, 8.1, 1.0, -5.6, -10.2, -7.3, 8.3
> C=C(C)C1CC=C(C)/C(=N/NC(=O)COc2ccccc2Cl)C1 (stereo not given)
    -25.1, -14.4, -5.9, 0.3, 0.5, -5.6, -9.1, -12.6, 10.6
> CC1CCCCN1S(=O)(=O)c1ccc(S(=O)(=O)NCCc2ccncc2)cc1 (stereo not given)
    -10.8, 12.7, -1.4, 8.5, 6.6, -9.8, -10.0, 4.8, -9.4
> O=C(NCCN1CCN(C(=O)NC2CCCCC2)CC1)NC1CCCCC1
    -5.0, 5.4, -5.6, 0.2, -0.1, -2.9, 3.6, 3.0, -2.6
> Cc1nnc(-c2ccccc2)c(=O)n1/N=C/c1c(O)ccc2ccccc12
    2.5, 12.6, 7.9, 5.1, 14.7, -11.7, 23.1, 15.2, -3.8
> Cn1nc(C(=O)Nc2nc(-c3ccc(F)cc3)cs2)ccc1=O
    3.5, 8.3, 1.8, 9.0, 5.1, -5.9, -12.4, 1.6, -9.3
> Cn1c(=NC(=O)CS(=O)(=O)c2ccccc2)sc2cc([N+](=O)[O-])ccc21
    -4.4, -17.4, 0.9, 2.0, 0.8, -4.6, -0.6, -11.6, 5.3
> CCC(CC)C(=O)NCc1ccccc1Cl
    -7.5, -8.1, -6.0, 0.4, 0.2, -2.5, -6.5, 3.0, 7.7
> COCCNC(=O)c1cccc(NS(=O)(=O)c2cccc3cccnc23)c1
    -5.6, -9.5, -5.9, 0.1, 0.9, -3.3, 14.9, 7.6, 7.3
> COc1cccc(N2CCN(CC(=O)NC(=O)NCc3ccco3)CC2)c1
    -14.6, 3.2, -1.1, -0.8, 0.7, -12.7, -6.1, -5.1, 3.8
> O=c1[nH]c(N/N=C/c2ccccc2)nc2ccccc12
    -12.0, -10.9, 1.7, 0.6, 0.6, -2.9, -13.4, -1.5, 9.7
> CSC1=N/C(=C\c2ccc(F)cc2)C(=O)S1
    -12.5, -12.2, -4.3, -0.2, 0.0, -1.9, -7.3, -9.9, 2.6
> COc1ccccc1NC(CC(=O)c1ccccc1)C(=O)OCC(=O)c1ccc(C)cc1 (stereo not given)
    -14.9, -4.2, -2.4, 0.3, 0.9, -6.1, 7.5, -1.9, -1.9
> O=c1[nH]c2ccccc2n2cnnc12
    -8.6, 2.4, -4.5, 3.6, 14.3, -8.9, 3.4, -2.5, -3.1
> CN(c1ccc(C(=O)NCc2ccccn2)cc1)S(C)(=O)=O
    -7.6, -16.5, -1.6, 0.1, 2.2, 2.4, -18.6, 8.9, 5.8
> CC(=O)N1CCc2cc([N+](=O)[O-])ccc21
    ., -18.9, -1.8, 0.1, -0.2, ., -8.8, 0.4, 8.3
> Cn1c(=O)c2c(ncn2CC(=O)N(Cc2ccccc2)c2ccccn2)n(C)c1=O
    -1.1, 1.3, -4.2, 0.5, 0.9, 3.5, -1.8, 7.9, -4.8
> CCn1c(C)nnc1SCC(=O)Nc1ccc(C(C)=O)cc1
    1.6, -12.3, -2.0, 0.1, 1.2, -3.9, -0.6, 2.9, 3.4
> Cc1ccc(CSc2nsc(C)c2C#N)cc1
    -8.8, 0.6, -6.3, -0.3, -1.2, -14.1, -8.3, -4.8, -4.6
> COc1ccc(CN2CCNC(=O)C2CC(=O)NC2CCCCCC2)cc1C (stereo not given)
    -11.7, -2.4, -2.3, 0.6, 0.6, -9.5, -8.3, 4.9, -1.0
> O=C1CCN(C(=O)CSc2ccc(Cl)cc2)N1
    -3.5, -6.1, -3.0, 0.2, 0.7, -6.7, -10.1, -9.1, 2.8
> O=C(c1ccncc1)N1c2ccccc2Sc2ccccc21
    -16.4, 5.3, -5.9, -1.4, -3.1, -22.8, -15.5, 3.0, 1.4
> COc1ccccc1CCN1CCCC(CN(C)C(=O)CCC(N)=O)C1 (stereo not given)
    2.7, -5.6, -9.1, -0.1, -0.1, -12.8, 15.9, 5.2, -0.6
> O=C(COc1ccc([N+](=O)[O-])cc1)Nc1ccc(S(=O)(=O)N2CCOCC2)cc1
    2.6, -6.6, 13.3, 5.5, 13.8, -10.5, 7.4, -9.2, 5.2
> Cc1ccc(NC(=O)N2CCCC(C(=O)O)C2)cc1 (stereo not given)
    -3.5, 1.4, -4.2, 1.0, 0.4, -2.2, -8.4, -0.1, 0.8
> Cn1c(SCC(=O)N2CCOCC2)nnc1-c1ccccc1
    -7.7, -6.0, -1.7, -0.2, 0.3, -5.2, -13.4, -8.0, -0.1
> CN1CCN(CCCNC(=O)c2ccc(Cn3c(=S)[nH]c4ccc(Br)cc4c3=O)cc2)CC1
    -11.9, -6.3, -7.9, 0.0, 0.9, -0.8, -5.3, -8.0, 2.9
> O=C1c2ccccc2C(=O)N1CCc1c[nH]c2ccc(O)cc12
    0.6, 1.3, -2.5, 3.2, 9.5, -9.8, -0.7, -20.3, -1.2
> O=C(c1ccccc1)c1ccc2nc(Nc3ccccc3)c3nncn3c2c1
    -31.9, -11.8, -1.9, 0.6, -0.1, -1.2, -18.5, -17.2, 10.3
> O=C(c1ccco1)N1CCN(CCCCOc2ccc(F)cc2)CC1
    -7.5, 3.2, -6.1, 2.0, 2.6, -4.6, -5.9, 2.2, -4.6
> CCOc1ccc(OCCOC(=O)CNC(=O)c2ccc(Cl)cc2Cl)cc1
    -31.1, 4.7, -4.4, 0.3, 2.7, -12.8, -6.6, -1.9, -0.9
> Cc1cc(S(=O)(=O)N2CCCC2)ccc1OCC(=O)NCc1ccco1
    -17.6, 0.2, -4.8, 0.9, 2.1, 2.4, -1.9, 2.8, 1.6
> C#CCOCCOCCOCCNc1nc(N2CCN(C(=O)[C@H](CC(N)=O)n3cc([C@@H](N)C(C)C)nn3)CC2)nc(N2CCN(C(=O)[C@H](CC(N)=O)n3cc([C@@H](N)C(C)C)nn3)CC2)n1
    1.7, -6.2, -1.5, 0.3, 2.4, 3.5, -8.4, -6.2, 4.0
> Cn1c(N)c(C(=O)COC(=O)C2CCC(C(C)(C)C)CC2)c(=O)n(C)c1=O (stereo not given)
    -34.8, 3.0, 0.9, 3.0, 4.0, -11.1, -9.6, -2.9, -6.5
> COc1ccc(-c2csc(NC(=O)CN3C(=O)CCC3=O)n2)c(OC)c1
    0.0, -2.1, 3.3, -0.1, 3.2, 2.6, 12.7, -9.5, 6.8
> CCN1CCN(c2ccc(S(=O)(=O)N3CCOCC3)cc2NC(=O)CCOc2ccccc2)CC1
    -13.1, 11.9, -5.4, 0.6, 2.3, -3.6, -2.8, -1.1, 0.5
> Cc1cc(OCC(=O)N(C)c2c(N)n(Cc3ccccc3)c(=O)[nH]c2=O)c(C(C)C)cc1Cl
    -2.7, -10.9, -3.6, 0.6, -0.2, -0.8, -0.5, -6.0, 9.4
> COc1ccc(CC(=O)NCCS(=O)(=O)N2CCN(c3ccc(F)cc3)CC2)cc1OC
    -10.9, -2.9, 3.2, 8.9, 9.2, -4.2, -4.7, -7.5, 0.1
